GRP78 ERSR act: induces the endoplasmic reticulum stress response in human glioma cells; AID 602332; Potency, µM, inactives show at the highest dose activation, hits mostly activators; U87-MG GRP78 promoter luciferase reporter, 16 h; 0.02% of 420,000 active; note: potency is the fitted concentration of half-maximal effect; series mostly up to about 76 µM; % of control where 0% means no effect; nearly all actives have a fitted effect of over 35% in size
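ERSR induction read as luciferase luminescence (Bright-Glo, 10 min at room temperature) in stably transfected human U87-MG glioma cells exposed to compounds for 16 h, using GRP78 as sensor.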
RGS4 inhibitor: human RGS4 inhibition. P49798. Transcreener GDP fluorescence polarization, RGS4-accelerated GTP hydrolysis. Potency, µM (highest dose often 114 µM), inactives show at the highest dose activity change, negative = inhibition, usual class: inhibitors. 0.039% of 390,000 active. AID 504845; note: potency is the fitted concentration of half-maximal effect; % is set by controls: 0 for no effect and ±100 for the full control effect; nearly all actives have a fitted effect of over 75% in size; some results filed as inactive show a strong effect at the top dose
Target sequence (P49798 whole entry, looked up): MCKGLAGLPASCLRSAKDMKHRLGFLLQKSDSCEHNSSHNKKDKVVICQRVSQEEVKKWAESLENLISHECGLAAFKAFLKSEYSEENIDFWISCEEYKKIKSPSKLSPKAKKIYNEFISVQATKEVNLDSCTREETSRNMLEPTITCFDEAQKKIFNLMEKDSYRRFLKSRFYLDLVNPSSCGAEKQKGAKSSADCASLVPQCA
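MLSMR compounds (23 nl, pin-transferred) preincubated 10 min at room temperature with a 500nM (2x) first reagent, then RGS4 at 900nM (2x) plus Transcreener GDP mix added; fluorescence polarization (620/688 nm) read before and after 90 min at 30 °C.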
LDHA inh: blocks human lactate dehydrogenase A | P00338 | purified LDHA, NADH/diaphorase-resazurin fluorescence; hits give low values | activity change, % (values are at about 110 or 230 µM) | 0.15% of 480,000 active; in the data active = activity change below about -30%; inconclusive = mostly about -25% to -30%;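 note: plate controls were DMSO wells for no effect and wells without enzyme for full effect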
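Human LDH5 (2 nM) was incubated with 0.06 mM NADH and 0.2 mM pyruvate for 5 min at room temperature in Tris pH 7.4. Remaining NADH was coupled through diaphorase/resazurin, and resorufin fluorescence was read at 0 and 20 min.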
Vif-APOBEC3F blk: inhibitors of Vif-A3F interaction. HeLa A3F-eYFP + Vif (tagged APOBEC3F with the HIV-1 protein that degrades it), YFP fluorescence increase. Potency, µM (titrated, usually from 46.1 µM), for the others: top-dose activity, negative = active. 0.2% of 390,000 active. AID 602313; note: potency is the fitted concentration of half-maximal effect; % of control where 0% means no effect; nearly all actives have a fitted effect of over 65% in size
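HeLa cells stably expressing A3F-eYFP plus Vif, plated and incubated overnight at 37 deg C, then exposed to compounds overnight at 37 deg C. Blocked degradation read as raised yellow fluorescence (Ex 488/Em 500-530).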
TrxR1 inh: inhibitors of rat thioredoxin reductase 1. AID 588453. recombinant rTrxR1, NADPH fluorescence consumption, selenite substrate. Potency, µM (doses to about 114 µM), for inactives: at the highest dose activity change, negative = inhibition, most hits filed as inhibitors. 1% of 390,000 active; note: potency is the fitted concentration of half-maximal effect; % is set by controls: 0 for no effect and ±100 for the full control effect; nearly all actives have a fitted effect of over 65% in size
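Rat TrxR1 (90 nM in the dispensed reagent) was pre-reduced with 400 uM NADPH for 5 min at room temperature, then incubated with compound for 15 min. After 400 uM selenite was added, NADPH fluorescence (Ex 340/Em 450 nm) was followed for 8 min.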
Vif-APOBEC3G blk: Vif-A3G binding inhibition; Potency, µM (top dose mostly 46.1 µM), for the others: top-dose activity, negative = active, hits mostly inhibitors; HeLa A3G-eYFP + Vif (tagged APOBEC3G with the HIV-1 protein that degrades it), YFP fluorescence, overnight; 0.076% of 410,000 active; AID 602310;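 note: potency is the fitted concentration of half-maximal effect; % is set by controls: 0 for no effect and ±100 for the full control effect; nearly all actives have a fitted effect of over 60% in size; hits raise eYFP signal because A3G escapes Vif-driven loss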
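Read-out is eYFP fluorescence (Ex 488/Em 500-530) from Vif-expressing HeLa A3G-eYFP cells; more signal means A3G escaped Vif-mediated degradation. Cells plated overnight, compound pinned in, incubated overnight at 37 deg C.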
USP1-UAF1 inh: USP1/UAF1 (human) deubiquitinase inhibition; O94782; recombinant USP1/UAF1, Ub-Rhodamine cleavage fluorescence; Potency, µM (titrated, usually from 57.1 µM), for the others: at the highest dose activity change, negative = inhibition, actives largely listed as inhibitors; 0.23% of 390,000 active; AID 743255; note: potency is the fitted concentration of half-maximal effect; % is set by controls: 0 for no effect and ±100 for the full control effect; nearly all actives have a fitted effect of over 60% in size; inactives centre near -12
Target sequence (O94782 whole entry, looked up): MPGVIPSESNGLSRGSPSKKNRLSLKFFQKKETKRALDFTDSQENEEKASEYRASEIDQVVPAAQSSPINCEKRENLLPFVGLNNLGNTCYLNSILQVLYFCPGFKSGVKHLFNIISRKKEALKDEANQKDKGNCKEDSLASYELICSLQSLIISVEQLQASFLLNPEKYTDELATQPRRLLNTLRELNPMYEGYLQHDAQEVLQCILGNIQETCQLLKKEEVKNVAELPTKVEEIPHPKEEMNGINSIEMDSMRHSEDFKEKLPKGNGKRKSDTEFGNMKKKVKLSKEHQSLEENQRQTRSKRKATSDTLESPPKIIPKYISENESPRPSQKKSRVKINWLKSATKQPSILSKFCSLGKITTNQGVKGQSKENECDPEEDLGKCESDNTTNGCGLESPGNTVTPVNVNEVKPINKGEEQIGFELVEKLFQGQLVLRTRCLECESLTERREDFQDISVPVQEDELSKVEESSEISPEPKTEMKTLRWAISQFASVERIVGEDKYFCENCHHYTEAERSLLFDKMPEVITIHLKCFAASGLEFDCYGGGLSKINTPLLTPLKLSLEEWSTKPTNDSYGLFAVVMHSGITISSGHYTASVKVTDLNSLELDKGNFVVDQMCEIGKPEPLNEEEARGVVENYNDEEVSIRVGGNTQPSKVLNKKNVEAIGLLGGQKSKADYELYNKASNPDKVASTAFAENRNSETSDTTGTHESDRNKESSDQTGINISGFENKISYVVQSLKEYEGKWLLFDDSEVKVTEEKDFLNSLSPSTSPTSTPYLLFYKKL
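1 nM enzyme complex + cpd, 15 min RT; start with Ub-Rho 150nM final; kinetic fluorescence ex 480/em 540, 6 reads q60 s. Buffer 50mM HEPES pH 7.8, 0.5mM EDTA, 0.1 mg/ml BSA, 1mM TCEP, 0.01% Tween-20.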
mIDH1 inhibitor: inhibitors of human mutant IDH1 R132H; AID 602179; Potency, µM (doses to about 76.6 µM), for inactives: at the highest dose activity change, negative = inhibition, hits mostly inhibitors; O75874; 0.093% of 390,000 active; IDH1-R132H enzyme, NADPH consumption, diaphorase/resazurin fluorescence; note: potency is the fitted concentration of half-maximal effect; % is set by controls: 0 for no effect and ±100 for the full control effect; nearly all actives have a fitted effect of over 65% in size
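IDH1-R132H (0.5 ug/mL dispensed) in pH 7.5 Tris buffer was preincubated 30 min with compound, then given a substrate mix of 0.016 mM NADPH and 2 mM alpha-KG for 80 min at room temperature; remaining NADPH was read by diaphorase/resazurin fluorescence.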
TrxR1 substrate: is turned over as a substrate by rat TrxR1 | O89049 | purified TrxR1 substrate turnover, NADPH consumption readout | Potency, µM (top dose mostly 114 µM), inactives show at the top dose activity change, negative = substrate turnover | 0.01% of 390,000 active; note: potency is the fitted concentration of half-maximal effect; % is set by controls: 0 for no effect and ±100 for the full control effect; nearly all actives have a fitted effect of over 50% in size
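Rat TrxR1, dispensed at 90 nM, was prereduced with 400 uM NADPH (final) for 5 min at ~22 deg C, then incubated with compound 15 min before 400 uM selenite. A first-read NADPH fluorescence drop versus no-compound background flagged substrates.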
* hit, by the source's call; ? = inconclusive; / = not tested or not shown; & = joins results of further samples; [ ] = another dose, or the depositor's remark. Unless noted, calls come from the whole dose curve; as a rule, active = well fitted curve in the direction sought with a large enough effect; inconclusive = small, poorly fitted or top-dose-only effect, or another doubt; inactive = no such curve, though single readings can be large; an effect the other way counts as inactive or inconclusive. This is a subset, so the mix of outcomes need not match the whole.

SMILES	GRP78 ERSR act	RGS4 inhibitor	LDHA inh	Vif-APOBEC3F blk	TrxR1 inh	Vif-APOBEC3G blk	USP1-UAF1 inh	mIDH1 inhibitor	TrxR1 substrate
COC(=O)C1=NNC2C(=O)N(C3CCCCC3)C(=O)C12 (stereo unspecified)	0%	-16%	-1	-6%	-24%	2%	-15%	15%	-9%
CC(=O)N1CCN(CC(O)COc2ccc(OCc3ccccc3)cc2)CC1 (stereo unspecified)	-2%	5%	-8	-10%	19%	-5%	?	-1%	7%
CC(C)(C)C(=O)Nc1ccnn1C1CCN(C(=O)c2cccc(Cl)c2)CC1	-4%	?	-4	7%	27%	0%	-4%	7%	14%
CN(C)/N=C/c1c(O)ccc2ccccc12	2%	-21%	16	1%	-13%	2%	-20%	8%	-8%
CC(C)OCCCN1CC(=O)N2C(c3ccccc3)c3[nH]c4ccccc4c3C[C@H]2C1=O (stereo partly specified)	-4%	-22%[56.9 µM]	-5	-1%	22%	-13%	-24%	-6%	0%
O=C(C1=C[C@H](c2ccc(C(F)(F)F)cc2)C[C@H](OCc2ccc(CO)cc2)O1)N1CCOCC1	0%	-28%	-3	-9%	4%[57.1 µM]	-1%	-1%	-1%	2%[57.1 µM]
COC(=O)CSc1ccc(-c2nc3ccc(C)cc3[nH]2)cn1	-6%	-36%	2	/	30%	-3%	-12%	12%	54%[activator]
CC1CCCCN1C(=O)COc1ccc(NC(=O)c2ccco2)cc1 (stereo unspecified)	4%	11%	-9	-9%	-10%	-4%	-10%	3%	0%
S=C(NCc1ccc2c(c1)OCO2)NC1CCN(Cc2ccccc2)CC1	-2%	-28%	-4	3%	0%	2%	-11%	8%	-2%
COc1ccc(N(CC(=O)NC2CCCCCC2)S(=O)(=O)c2ccc(C)cc2)cc1OC	-2%	6%	-1	4%	1%	-4%	-21%	10%	-4%
CCOC(=O)Cc1csc(NC(=O)CSc2nnnn2-c2ccc(C)c(C)c2)n1	-4%	-23%	-7	-13%	4%	0%	-16%	-4%	-7%
CSc1ncc(CN2CCN(C(C)C)C(CCO)C2)cn1 (stereo unspecified)	0%	11%	-6	0%	35%	2%	-22%	6%	13%
O=C(NCCCN1CCCCC1)C1CC(=O)N(CCc2ccccc2)C1 (stereo unspecified)	-3%	22%	-3	-12%	2%	0%	-4%	-2%	-2%
COc1ccc(N(CC(=O)NCCSc2ccccc2)S(=O)(=O)c2ccccc2)cc1	-3%	14%	-7	-3%	10%	2%	-16%	-1%	-5%
COC(=O)C1=C(C)OC(N)=C(C#N)C1c1ccc(OC)c(CSc2ccccn2)c1 (stereo unspecified)	2%	-2%[56.9 µM]	-1	-6%	?	-2%	-18%	-5%	-10%
COCc1cc(C)n(CC(=O)Nc2cccc(C)c2)c(=O)c1C#N	-3%	-14%	1	-8%	4%	2%	-22%	18%	13%
COC(=O)c1cc2sc(Cl)cc2n1CC(=O)NCCC(C)C	1%	-23%	-16	0%	12%	1%	-16%	-11%	-1%
COc1cc(NS(=O)(=O)c2ccc(NC(=O)COc3cccc(C)c3)cc2)nc(OC)n1	0%	-15%	-5	4%	17%	-2%	-17%	-11%	4%
CC(C)(CO)NS(=O)(=O)c1ccc2c(c1)oc(=O)c1cc(S(=O)(=O)NC(C)(C)CO)ccc12	-2%	-19%	-5	3%	-4%	3%	-12%	0%	-9%[57.1 µM]
CC1(C)CC(=O)C(CC(=O)Nc2cc(C(F)(F)F)ccc2Cl)C(=O)C1	-4%	-8%	-4	5%	17%[57.1 µM]	0%	-15%	6%	9%[57.1 µM]
CCOc1ccc(CN(C(=O)c2cc3ccccc3oc2=O)C2CC2)cc1	3%	-21%	-6	-6%	10%[57.1 µM]	2%	-20%	2%	11%[57.1 µM]
CC(/C=C/c1ccc2c(c1)OCO2)=N/NC(=O)CNc1ccc(C)cc1	-1%	-5%	3	2%	8%	-1%	-9%	-3%	-4%[57.1 µM]
Cc1ccc(CNC(=O)c2cccn2-c2nnc(N3CCCC3)s2)cc1	-2%	-13%	-7	0%	-4%[57.1 µM]	-1%	?	-11%	-8%[57.1 µM]
O=C(CN1C(=O)COc2ccccc21)c1cccc(Cl)c1	-3%	17%	-7	-10%	22%	-1%	-16%	-1%	8%
CCCCN(C)CCCNC(=O)c1cc(-c2cccs2)nc2ccccc12	1%	-3%	-2	1%	-35%[57.1 µM]	0%	0%	-12%	99%[activator][57.1 µM]
CCN(C(=O)CCc1nc(-c2ccccc2F)no1)c1cc(OC)ccc1OC	-3%	-10%	1	1%	5%	1%	-22%	3%	-3%
Cc1cc(=O)[nH]c(SCC(=O)Nc2nc(-c3ccccc3)c(-c3ccccc3)o2)n1	2%	10%	-6	1%	-20%	2%	-7%	-3%	14%
CC(C)n1c(CNC(=O)c2ccccc2F)nnc1SCC(=O)c1ccc(F)cc1	-6%	-2%	2	0%	-10%	0%	-11%	1%	-10%
CC(OC(=O)Cc1ccccc1F)C(=O)Nc1ccc(Cl)cn1 (stereo unspecified)	-2%	-15%	-2	14%	7%	0%	-19%	7%	-3%
COc1ccc(/C=N/NC(=O)CCC(=O)Nc2ccc(Br)cc2)c(OC)c1	?	-9%	-5	?	26%[57.1 µM]	-6%	-5%	-1%	8%[57.1 µM]
CC(=O)c1c(C)[nH]c(C(=O)COC(=O)CCSc2ccccc2)c1C	1%	-6%	2	0%	25%	-6%	-10%	-1%	-2%
CC(=O)Nc1ccc(S(=O)(=O)NCCNC(=O)c2ccccc2F)cc1	-4%	-8%	-3	/	-11%	-1%	-8%	5%	-6%
Cc1cccc(C)c1OCC(=O)Nc1c(C(=O)c2ccc(Br)cc2)oc2ccccc12	-1%	12%	3	-9%	39%[activator]	4%	-12%	13%	10%
COC(=O)CCCC1=CC2=CC(=O)C(C)(OC(=O)c3cccs3)C(=O)C2=CN1c1ccc(OC)cc1 (stereo unspecified)	-4%	-29%	1	-3%	-11%	-2%	-34%	2%	-9%
COc1cc(O)c(C(CCN2CCCCC2)c2ccc(N(C)C)cc2)c(OC)c1 (stereo unspecified)	-2%&-4%	4%&-8%	2	0%	23%[57.1 µM]	2%&1%	-19%	19%	-4%&9%
CCCN1CCN(CCCNC(=O)c2cc3c(s2)-c2ccccc2OC3)CC1	1%&4%	-15%&-8%	0&2	3%&2%	?	2%&0%	-20%&-14%	5%&0%	669%[activator]
COc1ccc(-c2[nH]ncc2CN2CCN(C3CCCCC3)C(=O)C2)cc1F	-4%	9%	2	-3%	3%	-6%	-22%	-10%	-5%
CCOC(=O)C1C(=O)C(=O)N(C2CCCCC2)C1C(=O)OCC (stereo unspecified)	-3%	-1%	-6	-3%	-12%	2%	-10%	-2%	-11%
CO/N=C/C(C#N)=C/c1ccc(OC)c(OC)c1	0%	-4%	0	-26%	-10%	4%	-18%	-5%	-14%
COc1ccc(CCCc2nnc(SCC(=O)Nc3cccc(C)c3)o2)cc1C	-1%	-9%	2	-3%	-3%	2%	-18%	2%	-6%
Cc1ccc(NC(=O)c2cc([N+](=O)[O-])ccc2N2CCCC2)cc1	2%	4%	-4	1%	2%	-14%	-19%	0%	-8%
Cc1ccc(Cl)cc1NC(=O)CN1C(=O)NC(C)(C2CC2)C1=O (stereo unspecified)	-4%	-5%	0	4%	-10%	1%	-24%	0%	-7%
COc1cc(/C=C2\SC(=O)N(c3ccc(Cl)cc3)C2=O)cc([N+](=O)[O-])c1O	-3%	-16%	3	-2%	-12%[57.1 µM]	0%	1%	0%	-9%[57.1 µM]
O=C(Nc1cccc(F)c1)C1CC(=O)N(c2ccc(Cl)cc2)C1 (stereo unspecified)	-3%	7%[56.9 µM]	-10	-1%	4%	3%	-20%	-3%	-4%
Cc1nc(C(=O)Nc2cc(Cl)ccc2Cl)nn1-c1cc(OC(C)C)c(Cl)cc1Cl	-1%	-3%	2	-8%	27%	0%	-3%	4%	18%
CC(=O)N(CCN1CCOCC1)Cc1cc2cc3c(cc2nc1Cl)OCO3	-3%	-14%	-1	1%	9%	0%	-6%	13%	1%
COc1ccccc1NC(=O)N1c2ccccc2NC(=O)CC1C (stereo unspecified)	-2%	9%	-6	12%	-7%[57.1 µM]	1%	6%	1%	-9%[57.1 µM]
O=C(Nc1nccs1)c1ccc2c(c1)C(=O)N(Cc1cccnc1)C2=O	-3%	-1%	2	4%	-12%	0%	-21%	3%	-12%
CCN(CC)CCNC(=O)Cc1nn(Cc2ccccc2)c(=O)c2ccccc12	-6%	-28%	-2	7%	11%[57.1 µM]	-3%	-2%	3%	6%[57.1 µM]
Cc1cc(C)c(NC(=O)CSc2nnc3[nH]c(=O)cc(C)n23)c(C)c1	-1%	10%	2	5%	1%[57.1 µM]	0%	-8%	-5%	-6%[57.1 µM]
O=C(Nc1ccccc1C(F)(F)F)NC1CCCCC1	2%	26%	-5	-7%	9%	-1%	-1%	-3%	-6%

Compound activity (PubChem)
